Screening data from PubChem.
CHRM5 PAM = positive allosteric modulators of human muscarinic M5 receptor; activation, % at 3 µM; CHO-K1 hM5, Fluo-8 calcium, ACh EC20 PAM; 0% = ACh EC20, 100% = ACh EC100; 0.3% of 360,000 active; AID 624038;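 active = activation above the run cutoff, the mean activation of all test compounds plus 3 SD, cut at about 18% in these data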
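System: CHO-K1 hM5 cells. Reagent: acetylcholine, EC20 level. Compound dosing: single dose, 3 µM nominal final test concentration. Timing: Post-acetylcholine fluorescence recording 140 s. Detection: Fluo-8 calcium fluorescence. Read-out: % activation, ACh-normalized. Benchmarks: ACh EC20 and EC100 wells. Repeats: singlicate, one well per test compound.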
CHRM1 agonist = agonists of human M1 muscarinic receptor; P11229; 0.33% of 360,000 active; activation, % at 3 µM; CHO-K1 hM1, Fluo-8 calcium fluorescence, agonist mode; 0% DMSO, 100% acetylcholine EC100;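 active = activation above the run's mean compound activation plus 3 SD, cut at about 16% in these data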;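 note: peak over basal fluorescence ratio within a 140 s kinetic read after compound addition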
Target sequence (P11229 whole entry, looked up): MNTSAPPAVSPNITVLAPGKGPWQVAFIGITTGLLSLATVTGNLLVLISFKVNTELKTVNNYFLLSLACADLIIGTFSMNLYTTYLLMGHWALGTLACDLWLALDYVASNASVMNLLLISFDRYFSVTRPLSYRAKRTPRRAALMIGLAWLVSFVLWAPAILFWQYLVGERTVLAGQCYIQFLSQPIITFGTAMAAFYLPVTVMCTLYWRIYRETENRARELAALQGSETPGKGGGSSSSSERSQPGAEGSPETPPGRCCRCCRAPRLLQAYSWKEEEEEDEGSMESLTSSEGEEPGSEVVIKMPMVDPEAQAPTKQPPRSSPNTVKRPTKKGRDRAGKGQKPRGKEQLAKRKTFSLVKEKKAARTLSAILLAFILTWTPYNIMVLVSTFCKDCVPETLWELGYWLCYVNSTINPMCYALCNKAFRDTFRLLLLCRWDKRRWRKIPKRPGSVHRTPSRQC
CHRM5 antagonist = blocks acetylcholine activation of human M5 receptor. CHO-hM5 cells, Fluo-8 calcium fluorescence, ACh EC80. inhibition, % at 3 µM. 0.59% of 360,000 active. AID 624040;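 active = inhibition above a per-plate cutoff, the mean of that plate's test compounds plus 3 SD, cut at about 27% in these data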;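 note: 0% = acetylcholine EC80 with DMSO and 100% = DMSO without agonist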
M1 antag = blocks human M1 muscarinic receptor. CHO-K1 hM1, Fluo-8 calcium fluorescence, ACh EC80 antagonist. P11229. inhibition, % at 3 µM. 1.3% of 360,000 active;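 active = percent inhibition above its own plate's cutoff, namely the mean of that plate's compound wells plus 3 SD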;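 note: peak over basal fluorescence ratio during 140 s after agonist addition; 0% = ACh EC80 plus DMSO and 100% = DMSO alone without agonist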
M4 ag = CHRM4 agonism in calcium assay. 0.14% of 360,000 active. CHO-K1 hM4/Gqi5, Fluo-8 calcium fluorescence; vehicle 0%, full acetylcholine response 100%. activation, % at 3 µM. P08173. AID 624127;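 active = activation above the run mean over all test wells plus 3 SD, cut at about 32% in these data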;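 note: peak over basal fluorescence ratio per well then scaled between controls; 0% = DMSO wells and 100% = acetylcholine at EC100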
Target sequence (P08173 whole entry, looked up): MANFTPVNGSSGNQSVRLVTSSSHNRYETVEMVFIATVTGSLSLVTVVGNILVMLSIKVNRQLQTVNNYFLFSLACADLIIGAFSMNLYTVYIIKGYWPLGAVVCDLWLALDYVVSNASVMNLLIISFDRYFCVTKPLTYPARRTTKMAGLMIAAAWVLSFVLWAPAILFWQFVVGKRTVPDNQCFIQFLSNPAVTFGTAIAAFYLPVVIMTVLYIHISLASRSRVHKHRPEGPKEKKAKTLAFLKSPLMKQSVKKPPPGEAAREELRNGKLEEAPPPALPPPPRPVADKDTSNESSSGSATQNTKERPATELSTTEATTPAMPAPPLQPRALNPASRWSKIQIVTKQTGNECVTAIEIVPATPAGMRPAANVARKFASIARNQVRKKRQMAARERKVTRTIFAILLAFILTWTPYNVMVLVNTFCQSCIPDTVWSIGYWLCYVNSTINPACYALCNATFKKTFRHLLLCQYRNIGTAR
CHRM4 antagonist = antagonists of human muscarinic M4 receptor (CHRM4); CHO-hM4 cells, ACh EC80, Fluo-8 calcium fluorescence; inhibition, % at 3 µM; 0.73% of 360,000 active; AID 624125;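 active = inhibition above its plate's cutoff, the mean inhibition of sample wells plus 3 SD, cut at about 27% in these data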;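 note: 0% = acetylcholine EC80 with DMSO and 100% = DMSO without agonist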
TAAR1 ag = agonists of human TAAR1; Q96RJ0; activation, % at 3 µM; AID 624467; CHO RD-HGA16 TAAR1, Fluo-8 calcium fluorescence; vehicle wells 0%, saturating PEA agonist 100%; 0.99% of 360,000 active;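 active = activation above the mean activation of all test compounds in the run plus 3 SD, cut at about 38% in these data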
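System: CHO-derived RD-HGA16 cells with stable Gα16 and human TAAR1 / Times: 17-24 h plating, Fluo-8 75 min 37 °C, 30 min RT / Technique: calcium-sensitive Fluo-8 signal, excitation 470-495, emission 515-575 nm / Measure: % activation relative to PEA EC100 response / Benchmarks: DMSO and PEA EC100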
M1 PAM = human CHRM1 positive allosteric modulation; P11229; CHO-K1 hM1, Fluo-8 calcium fluorescence, ACh EC20; 0% = ACh EC20, 100% = maximal ACh; activation, % at 3 µM; 0.088% of 360,000 active; AID 588819; in the data active = activation above about 19%, passing the limit was not always enough
CHRM5 agonist = agonists of human muscarinic M5 receptor (CHRM5); P08912; 0.19% of 360,000 active; activation, % at 3 µM; CHO-K1 hM5 cells, Fluo-8 calcium fluorescence; 0% DMSO wells, 100% maximal acetylcholine response;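 active = activation above the run's mean over test compounds plus 3 SD, cut at about 23% in these data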;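 note: signal is peak over basal fluorescence ratio across the kinetic read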
* marks the source's active call; other numbers are inactive results; · = not tested or not shown. An excerpt, so the mix of outcomes need not match the whole.

SMILES	CHRM5 PAM	CHRM1 agonist	CHRM5 antagonist	M1 antag	M4 ag	CHRM4 antagonist	TAAR1 ag	M1 PAM	CHRM5 agonist
CCCn1c(SCC(=O)NCc2ccccc2)n[nH]c1=O	5	0	4	-9	1	2	2	11	2
Cc1cc(N2CCCN(C)CC2)nc2cc(Cl)ccc12	7	-7	6	-8	6	7	7	5	-9
CCn1cc(C(=O)NCCCN2CCN(C)CC2)c(=O)c2cc(S(=O)(=O)N3CCc4ccccc4C3)ccc21	-5	-5	-6	2	1	-4	2	3	-1
Cc1c(Cl)cnc(NC(=O)COC(=O)c2cc3c(s2)CCC(C)C3)c1Cl (stereo unspecified)	-4	-10	1	-13	1	2	0	12	-2
CCCCNC(=O)c1ccc2c(=O)n(CCCOCC)c(=S)[nH]c2c1	-2	-2	-8	-4	1	8	4	11	2
O=C(CSc1ccc(Cl)cc1)N1CCN(c2c(Cl)cccc2[N+](=O)[O-])CC1	-5	0	2	14	2	15	5	-2	-2
NS(=O)(=O)c1ccc(CCNC(=O)Cc2ccc(Cl)cc2)cc1	0	3	6	-10	0	4	11	1	-6
O=C(N/C(=C/c1cccc([N+](=O)[O-])c1)C(=O)N1CCCC1)c1ccccc1	-1	-5	7	-6	2	-9	-1	4	-3
CC1CCCCN1C(=O)c1ccc(C(=O)N2CCCCC2C)cc1 (stereo unspecified)	-5	0	4	-13	1	0	8	7	0
Cc1nc(C)n(C(C)CNS(=O)(=O)c2ccc(C)c(C)c2)n1 (stereo unspecified)	3	-5	4	0	2	-8	-3	2	-3
Cc1ccc(NC(=O)c2ccc(S(=O)(=O)NCC3CCCO3)cc2)cc1C (stereo unspecified)	5	-6	3	-14	3	-3	1	9	-5
CN(Cc1ccc(Cl)c(Cl)c1)C(C(=O)NCc1ccccc1)c1ccco1 (stereo unspecified)	-6	·	-1	·	-1	-5	0	·	-5
O=C(NCCC1=CCCCC1)c1cc(COc2ccc(F)cc2Cl)on1	-7	-11	8	19	2	0	-1	-20	-8
NC(=O)NC(=O)CSc1nc2sc(-c3ccccc3)cc2c(=O)n1-c1ccccc1	3	-3	-3	-4	1	-7	6	3	0
CCOc1ccc(N2CC(C(=O)Nc3nnc(CC)s3)CC2=O)cc1 (stereo unspecified)	-2	-4	3	1	0	-6	6	28*	-2
COc1ncccc1-c1nnn(-c2ccc(C)cc2)n1	-5	-3	1	2	0	4	19	4	-3
CCN(CC)CCNC(=O)/C(=C\c1cccn1C)NC(=O)c1cccs1	-2	-6	8	4	0	7	1	0	-3
N#CCC(=O)N/N=C/c1cn(Cc2ccc3ccccc3c2)c2ccccc12	-6	-3	11	2	2	4	1	-6	2
CCN(CC(=O)N1CCc2ccccc2C1)S(=O)(=O)c1ccc2ccccc2c1	-12	-2	9	4	7	-9	8	-3	0
CN(CC(=O)N1CCN(c2ccccn2)CC1)S(=O)(=O)c1ccc(Br)cc1	-6	-4	-1	-8	4	0	6	8	-1
COc1ccc(-c2cc(C(=O)Nc3cccnc3Cl)no2)cc1	5	-2	3	4	-1	8	11	1	-1
Cc1cc(OCC(=O)N2CCN(c3ccccn3)CC2)c(C)cc1Br	3	-1	-4	11	2	4	7	-3	-2
O=C(COc1ccc(Cl)cc1Br)Nc1ccccc1N1CCCC1	-8	-3	-4	4	-1	-9	2	-2	-6
O=C(COC(=O)/C=C/c1ccccc1Cl)NCc1ccco1	-1	-3	10	2	4	-6	0	1	3
CCOc1ccc(OCCCC(=O)N2CCN(S(=O)(=O)c3ccc(Cl)cc3)CC2)cc1	-10	-4	8	9	8	6	3	-2	1
O=C(O)CCN=Cc1c(O)c2ccccc2oc1=O	6	-1	-16	-15	1	-15	2	9	2
COc1ccc(NC(=O)c2ccc(-n3c(C)ccc3C)cc2)c(OC)c1	8	-2	3	-1	1	2	3	2	5
Cc1nc(Cl)sc1C(=O)Nc1ccc(C(F)(F)F)cc1	-7	-4	5	-1	6	4	7	-5	-5
Cn1ccnc1SCC(=O)Nc1cccc([N+](=O)[O-])c1	-2	-4	5	3	1	8	0	-2	2
CCC(=O)n1nc(-c2ccco2)nc1N	-5	-2	5	-3	1	-3	2	6	-2
O=C1[C@@H]2[C@@H]3C[C@@H]([C@H]4ON=C(c5ccc(OCc6ccccc6)cc5)[C@@H]34)[C@@H]2C(=O)N1c1ccc2c(c1)OCO2	2	-1	-14	7	1	1	3	-6	6
CN(C)C(=S)c1ccc2ccccc2n1	0	-2	-2	-8	0	5	8	6	0
COc1cccc(-c2nnc(SCC(=O)OC(C)C)n2N)c1	4	-1	-3	19	1	8	9	-10	2
Cc1ccc(CSc2nnc([C@@H]3CCCN3)o2)cc1	6	-7	-3	-1	1	-2	10	4	-4
Cc1cc(NC(=S)N(CCN2CCCCC2)Cc2ccco2)ccc1Cl	-4	-7	12	-4	5	1	-1	0	-12
CCOc1ccc(C(=O)NCC(=O)OCC(=O)N2CCCCC2)cc1	-4	-4	0	-5	0	5	5	3	-4
CCCC(=O)c1cc(F)c(N2CCN(S(=O)(=O)c3ccccc3)CC2)cc1C	-5	-4	-9	4	1	-2	17	-8	1
COc1ccc(CN2CCNC(=O)C2CC(=O)NCC2CCOCC2)c(C)c1C (stereo unspecified)	0	-3	-4	-4	2	-15	2	6	-2
COc1cc(C2C(C#N)=C(N)N(N(C)C)C3=C2C(=O)CCC3)ccc1O (stereo unspecified)	0	2	7	-4	1	1	0	11	-3
CC(C)(C)CC(=O)Nc1cc2c3c(c1)CCN3C(=O)CC2	-3	-2	16	-3	1	1	1	5	-3

Three consecutive compounds already listed, for reference:
SMILES	CHRM5 PAM	CHRM1 agonist	CHRM5 antagonist	M1 antag	M4 ag	CHRM4 antagonist	TAAR1 ag	M1 PAM	CHRM5 agonist
COc1ccc(CN2CCNC(=O)C2CC(=O)NCC2CCOCC2)c(C)c1C (stereo unspecified)	0	-3	-4	-4	2	-15	2	6	-2
COc1cc(C2C(C#N)=C(N)N(N(C)C)C3=C2C(=O)CCC3)ccc1O (stereo unspecified)	0	2	7	-4	1	1	0	11	-3
CC(C)(C)CC(=O)Nc1cc2c3c(c1)CCN3C(=O)CC2	-3	-2	16	-3	1	1	1	5	-3

More results:
SMILES	CHRM5 PAM	CHRM1 agonist	CHRM5 antagonist	M1 antag	M4 ag	CHRM4 antagonist	TAAR1 ag	M1 PAM	CHRM5 agonist
CC1(C)CC(=O)C2=C(C1)N=C1SCCC(=O)N1C2c1ccc(C(F)(F)F)cc1 (stereo unspecified)	-2	-11	-2	0	1	-8	10	-6	-4
O=S(=O)(Nc1ccc(-c2csc(-c3ccccc3)n2)cc1)c1ccccc1	-1	-4	1	-3	1	1	3	5	-1
Cc1ccc(S(=O)(=O)N(C)c2ccc(OC(=O)c3ccc(N4CCCC4=O)cc3)cc2)cc1	10	0	-28	-7	1	-7	1	5	-2
O=C(CN1CCN(Cc2ccccc2)CC1)NCC1COc2ccccc2O1 (stereo unspecified)	-5	-7	2	-7	0	2	11	14	-2
COc1ccc(S(=O)(=O)N2CCOC2CNC(=O)C(=O)NCCc2c[nH]c3ccccc23)cc1C (stereo unspecified)	-9	-1	0	-1	15	-12	9	-8	3
Cc1nnsc1C(=O)NC1CCCc2c1cnn2-c1ccc(C(C)(C)C)cc1 (stereo unspecified)	-13	0	28*	25	13	10	-1	-6	-2
O=C(NCCc1cccs1)C12CN(Cc3ccccc3)CC1C(c1cccc([N+](=O)[O-])c1)=NO2 (stereo unspecified)	-11	-7	13	7	2	-4	40*	-6	0
O=C(NCCc1c[nH]c2ccccc12)C1CCC(=O)N(CCc2cccc(F)c2)C1 (stereo unspecified)	0	-5	-3	-11	2	-16	3	5	1
COc1ccc2oc(C(=O)OCC(=O)N(C)Cc3ccccc3)c(C)c2c1	-5	-5	3	-11	11	-15	5	6	-3
CNC(=O)C[C@H]1C(=O)N(CCc2ccccc2)C[C@@H]1Cc1ccccc1	2	-2	-5	-12	2	-10	3	6	1
C[N+](C)(C)CC(=O)N1CCN(c2ccc3ccccc3n2)CC1	-1	-7	-1	-9	1	-9	-1	8	-2
CSCC[C@H](NC(=O)COc1ccc(Cl)cc1)c1nc2ccccc2[nH]1	-1	-9	1	-10	2	-10	3	1	-6
N#CC1=C(N)Oc2cc(O)c(Cl)cc2C1c1ccccc1F (stereo unspecified)	-2	26*	-1	20	10	4	17	-15	1
COc1ccc(OC)c(S(=O)(=O)N2CCC(C(=O)NCc3ccc4c(c3)OCO4)CC2)c1	0	-2	7	5	7	-1	6	2	-4
COCC(=O)N1CCC(Oc2cccc(C(=O)NCc3ccccn3)c2)CC1	-2	-2	3	-3	2	-5	3	3	-1
CCCCCOC(=O)C1=C(C)NC(=O)NC1c1ccccc1 (stereo unspecified)	15	-7	-23	-6	0	-8	-1	4	-11
CCN(CC(=O)Nc1ccc(OC)cc1)C(=O)c1ccc([N+](=O)[O-])cc1	-3	2	9	-14	0	-1	1	12	1
O=C(Nc1cccc(O)c1)c1cc2nc(-c3ccccc3)cc(-c3ccccc3)n2n1	-5	-4	4	9	4	8	3	-5	1
CN(CC(=O)Nc1ccc(F)cc1[N+](=O)[O-])Cc1ccccc1	-1	-5	6	-9	-2	-5	3	8	-3
O=C(c1cc2ccccc2oc1=O)N1CCSC1c1ccco1 (stereo unspecified)	-9	-3	3	11	0	-1	1	-6	-5
Cc1ccc(C(=O)N2CCN(C(=O)CN3CCCC3)C2)cc1	5	-3	-2	-14	1	9	0	11	-2
CCOC(=O)c1sc(N)c(C(=O)Nc2ccccc2OC)c1C	-4	-4	5	-4	2	-17	0	4	-10
CC(=O)NC(CC(=O)N1CCCC1)c1ccccc1 (stereo unspecified)	-3	-3	4	-2	1	6	6	5	-4
O=C(N/N=C/c1ccc(N2CCOCC2)cc1)c1ccncc1	-6	-1	12	-12	2	3	2	11	2
CC(C)=NNc1nc(-c2ccc([N+](=O)[O-])cc2)cs1	4	-7	3	1	2	-4	-2	5	1
O=C(c1ccccc1)N1CCN(c2nc3ccc([N+](=O)[O-])cc3s2)CC1	-6	0	7	23	6	4	6	-6	6
CCc1nc2c(OCC(=O)c3ccc(F)cc3)cccn2c1N(C)C(=O)COc1ccccc1	-5	-3	-1	-9	8	-16	6	-8	1
N#CC1=C(N)C(C#N)(C#N)C2(C(=O)Nc3ccccc32)C2CCCC=C12 (stereo unspecified)	-1	0	5	-19	2	1	2	3	8
O=C(Nc1ccc2c3c(cccc13)CC2)c1ccco1	-3	2	6	7	1	-1	2	-1	1
C/C(=N\NC(=O)c1ccccc1C)c1ccc(N2CCOCC2)cc1	-2	-3	13	-19	1	0	3	2	-3
CCC(C)c1ccc(NC(=S)NC2CCN(Cc3ccccc3)CC2)cc1 (stereo unspecified)	0	-2	8	-4	10	5	58*	4	7
Cc1ccc(C)c(NC(=O)CCC(=O)NNC(=O)C(c2ccccc2)c2ccccc2)c1	1	3	-2	-5	1	0	6	12	8
NCC(O)CN1CCN(Cc2ccccc2)CC1 (stereo unspecified)	1	-6	1	-5	1	0	3	3	1
